High-throughput results (PubChem)
NCI-60 one-dose screen, 48 h, at 10 µM unless noted. Numbers give growth in % (100 = growth as untreated, 0 = no growth, -100 = all killed).
HL-60(TB): HL-60(TB) leukemia cells. 78,000 compounds, 9% hits; active = growth percent below 10
The depositor's hits bear a star; & = joins results of further samples; [ ] = dose if it differs, or a comment.

SMILES	HL-60(TB)
COc1ccc(N2C(=O)C(OC)C2c2ccc(C)cc2)cc1 (stereo unspecified)	112
N#Cc1c(-c2ccc(Cl)cc2)nc(NN=Cc2cccc([N+](=O)[O-])c2)nc1N1CCOCC1	86
CCOC(=O)/C(C)=N\NC(N)=S	100
Nc1ccc(/C(=N/NC(=O)C(=O)N/N=C(\c2ccccc2)c2ccc(N)cc2)c2ccccc2)cc1	113
O=C(N/N=c1/oc2ccccc2cc1-c1cc2ccccc2[nH]1)c1ccc(Cl)cc1	104
Cc1c([N+](=O)[O-])cc(C(=O)O)cc1[N+](=O)[O-]	72
CCOC(=O)c1c[nH]n2c(=S)ncnc12	91
COC(=O)CCC1=C(C)C2=NC1=CC1=NC(=CC3=NC(=Cc4[nH]c(/c(=C(/C)O)c4C)=C2)C(C(C)=O)=C3C)C(C)=C1CCC(=O)OC	78
O=C1NC=C(C(=O)c2cc3ccccc3oc2=O)C(c2ccc(O)cc2)N1 (stereo unspecified)	94
COc1ccc(/C=C/C(=O)c2ccc(NC(=O)c3ccccc3CN3C(=O)c4ccccc4C3=O)cc2)cc1	92
O=C(O)c1c2c(nc3ccccc13)/C(=C/c1ccc(O)cc1)CCC2	86
CCOC(=O)c1ccc(N(CCOS(C)(=O)=O)CCOS(C)(=O)=O)cc1C	47
CCN1CCN(C(=O)[C@]23CC[C@@H](C)[C@H](C)[C@@H]2C2=CC[C@@H]4[C@@]5(C)C/C(=C/c6ccccn6)C(=O)C(C)(C)[C@@H]5CC[C@@]4(C)[C@]2(C)CC3)CC1	86
ClCc1ccc(Sc2ccccc2)cc1	108
O=C(NNC(=O)c1cccc2ccccc12)c1cccc(F)c1	97
Cc1ccc(S(=O)(=O)N/N=C/C(O)C(O)C(O)C(O)CO)cc1 (stereo unspecified)	116
CC(=O)Nc1ccc2c(c1)C(=O)c1ccc(Cl)cc1-2	79
CC(=O)c1c(C)n(C)c2c1c(-c1ccccc1)nc1ccccc12	77
CCN(CCO)C(c1ccc(Cl)cc1)C(O)c1ccc(Cl)cc1 (stereo unspecified)	100
CC(CCN1CCN(CCC(C)CC(C)(C)C)S1(=O)=O)CC(C)(C)C (stereo unspecified)	109
COc1cccc2c1C(=O)OC1(OC(=O)c3ccccc31)O2 (stereo unspecified)	78
COc1cccc(-c2c(C#N)c(-c3ccc(C)cc3)nc3c2c(-c2ccccc2)nn3-c2ccccc2)c1	99
Nc1nc(-c2ccccc2)c(CCCNc2ccc(C(=O)NC(CCC(=O)O)C(=O)O)cc2)c(=O)[nH]1 (stereo unspecified)	115
CCOc1ccccc1/C=N/Nc1nc2ccccc2o1	99
COCCCNCC(=O)Nc1cccc(Cl)c1	77

Shown bar-delimited: 2 of the compounds above.
SMILES | HL-60(TB)
CCOC(=O)c1c[nH]n2c(=S)ncnc12 | 91
ClCc1ccc(Sc2ccccc2)cc1 | 108

Additional compounds
SMILES	HL-60(TB)
CS(=O)(=O)c1ccc(-c2nc3ccccc3n2CC(=O)N/N=C/c2ccc(Cl)cc2)cc1	127
CCOC(=O)c1sc(NCC(=O)Nc2cccc([N+](=O)[O-])c2)c(C(=O)OCC)c1C	1.0*
COc1ccc(C(=O)/C=C/c2ccc(Cl)cc2)cc1S(=O)(=O)NNC(=O)c1ccncc1	90
CN(C)c1ccc(/C=N/NC(=O)c2ccc(NC(=O)c3ccccn3)cc2)cc1	103
COc1c(OP2(=S)OCC(C)(C)CO2)cnn(C2CCCCC2)c1=O	96
CCOC(=O)CCCN(c1[nH]c(C)c(C)c1C#N)S(=O)(=O)c1ccc(C)cc1	104
COC(=O)c1cc(-c2cc3ccccc3o2)c(C#N)c(N)n1	113
O=C1CN(c2ccccc2)C(=O)C1C(=O)Nc1ccc(Cl)c(Cl)c1 (stereo unspecified)	7.7*[100 µM]
COc1cc(OC)c(C(=O)/C=C/c2cccc(C#N)c2)c(OC)c1	-8.6*
C#Cc1cccc(NC(=O)Nc2ccc(NC(=O)CCl)cc2)c1	0.2*[8.25 µM]
Oc1ccc(Cl)cc1	99&103
COc1ccc(/C=N\N2CCOCC2)cc1OC1CCCC1	104
O=C(CSc1oc(-c2ccccc2)nc1S(=O)(=O)c1ccc(F)cc1)Nc1ccc(F)cc1	78
Cc1c(C(=O)N2CCCCC2)[nH]c2ccc(Cl)cc2c1=O	97
C/C(=N\N1C(=O)c2ccccc2NC1c1cccs1)c1c(O)cc(C)oc1=O (stereo unspecified)	92
CN(C)c1ccc(/C=C2\SC(=S)N(Cc3nc4ccccc4[nH]3)C2=O)cc1	99
Cc1cccc(C)c1Nc1nc(Nc2cnc3ccccc3c2)c2[nH]cnc2n1	83
CN/C(=C\[N+](=O)[O-])NCCSCc1ccc(CN(C)C)o1	103
CCCCNC(C(=O)c1ccccc1)c1ccc(OC)cc1 (stereo unspecified)	100
Nc1c(I)cc([N+](=O)[O-])cc1I	89
O=C(Cc1nc2ncccc2[nH]c1=O)N/N=C/c1ccc([N+](=O)[O-])cc1	98
O=C(Nc1ccccc1-c1ccccc1)c1ccc(Cl)cc1Cl	91
CC/C=C\C/C=C\C[C@H]1C/C=C2/C(=O)C=C[C@@H]2C/C=C\CCC(=O)O1	1.1*
CCc1cc2c(cc1C(C)=O)C(C)(C)CCC2(C)C	107
CCCCCCCCCCSc1n[nH]c(=S)s1	116
SMILES	HL-60(TB)
CCCCCCCCN(CCCCCCCC)CCC(=O)c1ccc2cc(Br)c3ccccc3c2c1	82
Cn1cc(-c2nnc(N)nc2-c2c[nH]c3ccc(Br)cc23)c2cc(Br)cnc21	30
Fc1ccc(C2=NN(c3ccc(Cl)cc3)C(c3cccc(Nc4ccnc5cc(C(F)(F)F)ccc45)c3)C2)cc1 (stereo unspecified)	101
CCCCOCCOC(=O)c1ccccc1O	93
CCOC(=O)C1=C(C)NC(C)=C(C(=O)OCC)C1c1ccccc1	63
O=C(Nc1ncc(Cc2cc(C(F)(F)F)ccc2Cl)s1)C1=NCCCN1	100
C=CCCSC(C)=O	102
Cc1nn(C)c2ncnc(N/N=C/c3cccc(O)c3O)c12	-1.2*
C=C(C)[C@@H]1CC[C@]2(C(N)=O)CC[C@]3(C)[C@H](CC[C@@H]4[C@@]5(C)CC[C@H](O)C(C)(C)[C@@H]5CC[C@]43C)[C@@H]12	1.2*[100 µM]
Nc1cc(Cl)cc(S(=O)(=O)O)c1O	98
O=C(NCCc1ccccc1)c1c(-c2ccccc2)[n+](=O)c2ccc(Cl)cc2n1[O-]	84
CCCSC(SCCC)C1OC(c2ccccc2)OC2COC(c3ccccc3)OC21 (stereo unspecified)	84
O=C(COc1ccc(Cl)cc1Cl)OCCCOc1ccc(Cl)cc1Cl	96
C/C(=C(\c1ccc(OCCN2CCCCCC2)cc1)c1ccc(OC(=O)C2CCCCC2)cc1)c1ccc(Cl)cc1	86
Cc1c([N+](=O)[O-])cc(N)cc1[N+](=O)[O-]	98
CC(NC(=O)/C(Cc1ccccc1)=N\O)c1ccccc1 (stereo unspecified)	118
CC[n+]1c(-c2ccccc2)c2cc(N)ccc2c2ccc(N)cc21	24
Cc1nn[nH]n1	105
COc1ccc(-c2nc(SCC(=O)Nc3ccc(C(=O)/C=C/c4ccc(Cl)cc4)cc3)[nH]c(=O)c2C#N)cc1	105
O=C(/C=C/c1ccc(Cl)cc1)c1ccc(NC(=O)c2ccccc2CN2C(=O)c3ccccc3C2=O)cc1	99
C=C1C(=O)O[C@H]2[C@H]1CC/C(COC(=O)/C=C\C(=O)NCc1ccc(Cn3c(=O)sn(CCCl)c3=O)cc1)=C\CC[C@@]1(C)O[C@@H]21	-19*
Nc1[nH]c(=S)nc2nc[nH]c12	100&73
O=C1CSC(c2cccs2)N1c1nncs1 (stereo unspecified)	108
C=CCn1c(SCC(=O)Nc2ccc(C(=O)/C=C/c3ccc(Cl)cc3)cc2)nnc1-c1cc(-c2ccccc2)nc2ccccc12	100
C[C@@H](Nc1ncnc2ccc(-c3cnc(Cl)c(NS(C)(=O)=O)c3)cc12)c1ccccc1	39

Two entries from above, as comma-separated lines:
molecule,HL-60(TB)
Cc1nn[nH]n1,105
COc1ccc(-c2nc(SCC(=O)Nc3ccc(C(=O)/C=C/c4ccc(Cl)cc4)cc3)[nH]c(=O)c2C#N)cc1,105

Exported in CSV form: part of the list above
Compound,HL-60(TB)
CCCCOCCOC(=O)c1ccccc1O,93
Cc1nn(C)c2ncnc(N/N=C/c3cccc(O)c3O)c12,-1.2*
C=CCn1c(SCC(=O)Nc2ccc(C(=O)/C=C/c3ccc(Cl)cc3)cc2)nnc1-c1cc(-c2ccccc2)nc2ccccc12,100
Cc1nn[nH]n1,105
CCCSC(SCCC)C1OC(c2ccccc2)OC2COC(c3ccccc3)OC21 (stereo unspecified),84

The listing continues:
SMILES	HL-60(TB)
CCn1c(C)c(C(=O)C(=O)N(C)C)c2ccccc21	104
COC(=O)C(Cc1ccccc1OC)c1ccccc1 (stereo unspecified)	89
CC(O)C1OC(O)C2OC(C)(C)OC12 (stereo unspecified)	113
CC1(C)NC(=S)NC1=S	100&73
O=C(Cc1ccc(/C=C/C(=O)c2ncc[nH]2)cc1)Nc1ccc(Cl)cc1	-14*
O=C1OCN(c2cccc(Cl)c2)c2ccccc21	134
Cc1c(C(=O)N[C@@H](Cc2ccccc2)C(=O)C(N)=O)[nH]c2ccccc2c1=O	102
CSc1nc(Nc2ccc(NC(C)=O)cc2)c(C#N)c(-c2cccc([N+](=O)[O-])c2)n1	91
CC(C)C1CCC(=O)CC1	97
CC(Br)C(=O)C(c1ccccc1)(c1ccccc1)C(C)CN1CCCCCC1 (stereo unspecified)	95
Nc1nc(Nc2ccc(Cl)cc2)c2c(n1)-c1ccoc1CC2	94
O=C1/C(=C/C2=Cc3ccccc3OC2)SC(=S)N1Nc1ccccc1	56
N#Cc1cccc([N+](=O)[O-])c1	72
Cc1ncc([N+](=O)[O-])n1CCOC(N)=O	68
COc1ccc(-c2cc(-c3nc4ccccc4[nH]3)[nH]n2)cc1OC	50
Cc1ccc(S(=O)(=O)NCCSc2nc(-c3ccccc3)c(C#N)c(=O)[nH]2)cc1	102
CCOC(=O)C1=C(C)N=C2Sc3ccccc3N2C1c1cn(-c2ccccc2)nc1-c1ccc(Cl)cc1 (stereo unspecified)	56
O=C1/C(=C/c2ccco2)CCC/C1=C\c1ccco1	105
NC(N)=Nc1ccc(Oc2cccc(Nc3ccc(Cl)c(C(F)(F)F)c3)c2)cn1	-68*
CC(=O)[C@@]1(O)[C@H](O)C[C@H]2[C@@H]3CCC4=CC(=O)C=C[C@]4(C)[C@@]3(F)[C@@H](O)C[C@@]21C	90
CC(C)NC[C@H](O)COc1cccc2ccccc12	106
Clc1ccc(/C=N/NC2=NCCN2)c(Cl)c1	88
COC(=O)[C@]12CCC(C)(C)C[C@H]1[C@]13O[C@H](C1=O)[C@@H]1[C@@]4(C)CC[C@H](OC(C)=O)C(C)(C)[C@@H]4CC[C@@]1(C)[C@]3(C)CC2	84[100 µM]
Cc1ccccc1CN1C(=O)C2=C(CCNC2)N2CCN=C12	113
Nc1ncc(C(=O)O)c(-c2ccccc2)n1	101

5 records drawn at random from the list so far, as already listed:
SMILES	HL-60(TB)
CSc1nc(Nc2ccc(NC(C)=O)cc2)c(C#N)c(-c2cccc([N+](=O)[O-])c2)n1	91
Cc1ccccc1CN1C(=O)C2=C(CCNC2)N2CCN=C12	113
CC(=O)[C@@]1(O)[C@H](O)C[C@H]2[C@@H]3CCC4=CC(=O)C=C[C@]4(C)[C@@]3(F)[C@@H](O)C[C@@]21C	90
O=C1OCN(c2cccc(Cl)c2)c2ccccc21	134
CCn1c(C)c(C(=O)C(=O)N(C)C)c2ccccc21	104

(further entries)
SMILES	HL-60(TB)
O=C(COc1cccc(/C=C2\CCc3ccccc3C2=O)c1)c1ccc(Cl)cc1	100
C/C(=C/c1c[nH]c2ccccc12)[N+](=O)[O-]	50
O=COC1CC2CCC13CC=CCC23 (stereo unspecified)	104
COc1cc(NC(=O)CCSc2nc3ccc(C)cc3c(=O)n2Cc2ccccc2)cc(OC)c1OC	116
O=C(O)c1cn(C2CC2)c2cc(N3CCN(C(=O)N/N=C/c4ccco4)CC3)c(F)cc2c1=O	104
Cc1cccc(NC(=O)Nc2ccc(-c3ccc4c(c3)NC(=O)/C4=C\c3ccc[nH]3)cc2)c1	75
COC(=O)c1ccc(NC(=O)CSc2nc(-c3ccc(F)cc3)nc3ccccc23)cc1	94
CN1CCN(CCCN2c3ccccc3Sc3ccc(C(F)(F)F)cc32)CC1	84
CC1=C2C(=O)C[C@]2(C)[C@H]2C[C@@](C)(CO)C[C@H]2[C@@H]1O	95
COc1ccc(/C=C(\C#N)n2nnc3cc(Cl)ccc32)cc1	-6.1*
CC(C)[C@H](NC(=O)[C@H](CC(=O)O)NC(=O)[C@H](CCCCN)NC(=O)[C@@H](N)CCCN=C(N)N)C(=O)N[C@@H](Cc1ccc(O)cc1)C(=O)O	110
COc1ccc(C(CC(=O)c2ccccc2)Sc2ccccc2N)cc1 (stereo unspecified)	92
CC(C)c1ccc(C(C)(C)O)cc1	72
Cc1cc(C)c(NC(=O)c2sc3nc4c(cc3c2N)CCCCCC4)c(C)c1	-20*
NC(=O)N1N=C(c2ccccc2)CC=C1c1ccccc1	84
CC1(C)CC[C@]2(C(=O)N[C@H](CO)Cc3ccccc3)CC[C@]3(C)C(=CC[C@@H]4[C@@]5(C)CCCNC(C)(C)[C@@H]5CC[C@]43C)[C@@H]2C1	31
CS(=O)(=O)c1ccc(/C=C\C(=O)O)cc1	122
COC(=O)C1=Nc2cc(OC)cc(OC)c2/C1=C/c1sc(=S)[nH]c1O	110
CC(O)c1cc2ccccc2c(=O)o1 (stereo unspecified)	102
COc1ccc(-c2nc(/C=C3\C(=O)N(C)c4ccccc43)c3ccccn23)cc1	41
O=S(=O)(NCCCNc1nccc(-c2c(-c3cccc(F)c3)nc3occn23)n1)c1ccc(C(F)(F)F)cc1	103
O=C(Cc1ccccc1)NC1=NC(=O)/C(=C\c2cccs2)S1	101
Nc1nc(-c2ccccc2)nn1-c1nc2ccccc2s1	115
CCC(O)(c1ccccc1)C(O)c1ccccc1 (stereo unspecified)	100
COC(=O)C1C2c3ccccc3C(c3ccccc32)C1(C)C(=O)OC (stereo unspecified)	82

Some of the compounds tested, so the mix of outcomes need not match the whole.
